SARS 3CLpro inh = SARS-CoV 3CLpro protease inhibitors, primary screen, biochemical, quenched FRET; Replicase polyprotein 1ab (Severe acute respiratory syndrome coronavirus), P0C6X7; recombinant SARS-CoV 3CLpro, quenched FRET peptide cleavage; inhibition, % at 6 µM; actives 0.14% (n = 290,000); AID 1706, 2009; in the data active = inhibition above about 12%
PriA SSB inh = inhibitors of Klebsiella pneumoniae PriA binding to SSB C-terminal tail, primary screen, biochemical, AlphaScreen | actives 0.6% (n = 430,000) | inhibition, % at 33 µM | PriA–SSB C-terminal tail interaction (Klebsiella pneumoniae) | AlphaScreen SSBct-PriA binding, biotinylated peptide; in the data active = inhibition mostly above about 37%, no sharp cut-off; inactive = mostly below about 20%;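 also: plate controls were negative control peptide for no effect and reference peptide for full effect; strong numbers were not always called active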
Anthrax LF prot = Bacillus anthracis LF protease inhibitors, primary screen, biochemical, multiplex microsphere, MLPCN library; Lethal factor (Bacillus anthracis), P15917; multiplex microsphere protease cleavage assay; inhibition, % at 10 µM; actives 0.12% (n = 360,000); in the data active = inhibition above about 30%; also: plate controls were buffer without enzyme for full effect and enzyme alone for no effect
TcdB GH inh = TcdB glycohydrolase inhibitors, primary screen, biochemical, single point, plate reader; Toxin B (Clostridioides difficile), P18177; TcdB glycohydrolase enzymatic assay; inhibition, % at 9.99 µM; actives 0.24% (n = 350,000); AID 652162, 2013; in the data active = inhibition above about 10%
PfHsp40 rescue = rescue of yeast from PfHsp40 toxicity, primary screen, S. cerevisiae, ATP luminescence | S. cerevisiae expressing PfHsp40, growth rescue | growth rescue, % at 12.5 µM | actives 0.68% (n = 340,000); in the data active = growth rescue above about 28%, passing the limit was not always enough;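 also: yeast W303a lacking pdr1 and pdr3 grown in galactose medium; growth measured after three days at 30 °C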
Yp Topo-I inh = Yersinia pestis topoisomerase I inhibitors, primary screen, biochemical, cleavage product accumulation, plate reader, single point | DNA topoisomerase I (Yersinia pestis CO92) | Y. pestis Topo-I cleavage product accumulation | activity, % at 10 µM | actives 0.064% (n = 360,000) | AID 504884, 2011; in the data active = activity above about 50%, passing the limit was not always enough; also: inactives centre near 2
DUSP3 inh = VHR1 phosphatase inhibitors, primary screen, biochemical, absorbance, uHTS; Dual specificity protein phosphatase 3 (Homo sapiens), P51452; recombinant VHR phosphatase, pNPP absorbance; inhibition, % at 13.3 µM; actives 0.52% (n = 290,000); in the data active = inhibition above about 50%; also: some compounds called inactive have numbers as strong as hits
Target sequence (P51452 whole entry, looked up): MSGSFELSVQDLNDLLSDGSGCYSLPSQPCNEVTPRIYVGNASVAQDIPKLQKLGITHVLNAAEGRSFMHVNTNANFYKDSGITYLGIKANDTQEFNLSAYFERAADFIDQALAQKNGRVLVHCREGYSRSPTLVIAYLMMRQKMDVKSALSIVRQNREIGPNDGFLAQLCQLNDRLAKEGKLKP
MazF activator = activators of E. coli MazEF toxin-antitoxin RNase, primary screen, biochemical, fluorescence, uHTS; actives 0.32% (n = 350,000); FAM/BHQ RNA-DNA oligo cleavage fluorescence, 5 h; activation, % at 20 µM; in the data active = activation above about 50%
Target sequence (P0AE70 whole entry, looked up): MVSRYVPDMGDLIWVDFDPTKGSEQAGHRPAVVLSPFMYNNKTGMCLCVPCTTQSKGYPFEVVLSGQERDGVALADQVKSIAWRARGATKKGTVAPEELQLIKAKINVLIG
Vc quorum ag = inducers of Vibrio cholerae quorum light production without autoinducers, primary screen, BH1578 luxS cqsA deficient, single point | AID 588436, 2011 | actives 0.16% (n = 350,000) | V. cholerae BH1578 lux reporter, luminescence, 6 h | activation, % at 18.7 µM; in the data active = activation mostly above about 9.7%, no sharp cut-off; also: not every result past the cut was called active; inactives centre near 0; reference of the scale not given here
Rv3671c protease = Rv3671c serine protease inhibitors, primary screen, biochemical, fluorescence polarization, M. tuberculosis H37Rv; AID 2606, 2010; inhibition, % at 5.96 µM; actives 0.048% (n = 320,000); in the data active = inhibition above about 38%;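 also: extracellular domain of Rv3671c used as enzyme; 0% = enzyme with DMSO and 100% = no enzyme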
Target sequence (P9WHR9 whole entry, looked up, the tested form may be a part): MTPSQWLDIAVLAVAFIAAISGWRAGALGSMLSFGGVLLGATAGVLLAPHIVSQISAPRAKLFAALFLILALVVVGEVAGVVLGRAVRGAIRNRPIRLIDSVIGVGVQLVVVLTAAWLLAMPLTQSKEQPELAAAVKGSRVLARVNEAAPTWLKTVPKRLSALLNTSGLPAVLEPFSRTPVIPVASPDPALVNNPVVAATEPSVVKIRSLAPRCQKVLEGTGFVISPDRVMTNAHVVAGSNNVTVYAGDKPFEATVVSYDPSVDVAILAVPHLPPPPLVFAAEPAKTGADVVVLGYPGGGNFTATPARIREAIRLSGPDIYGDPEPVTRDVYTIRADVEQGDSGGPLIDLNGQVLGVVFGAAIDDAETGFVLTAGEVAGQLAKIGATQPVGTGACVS
The depositor's hits bear a star; i = inactive; / = no result given. The list is partial (hit frequency here may not be typical).

canonical_smiles	SARS 3CLpro inh	PriA SSB inh	Anthrax LF prot	TcdB GH inh	PfHsp40 rescue	Yp Topo-I inh	DUSP3 inh	MazF activator	Vc quorum ag	Rv3671c protease
Cc1cc(C)cc(NC(=O)C2CCN(c3nc(C)cc(C)n3)CC2)c1	-1	-5	0	/	0.4	13	25	-3	-3.0	-15
Cc1ccc(CN2C(=O)C3CCCN3c3ncccc32)cc1 (stereo unspecified)	3	-16	-12	4.5	-2.2	1	41	-1	1.8	-1
COc1ccc(NS(=O)(=O)c2cccc3nsnc23)cc1OC	3	-9	3	/	0.6	-2	51*	12	1.4	0
CCOC(=O)C1(CCCc2ccccc2)CCN(C(=O)CCc2cnccn2)CC1	1	-4	0	0.1	1.0	1	8	2	-0.2	10
c1ccc(-c2csc(NC3=NCCCCC3)n2)cc1	-5	-2	1	1.2	-2.2	-1	4	2	0.8	-2
OC(c1nnc(-c2ccccc2)o1)c1cccs1 (stereo unspecified)	-6	-4	-6	0.6	-0.8	-2	25	4	-0.2	-6
O=C(CCSc1ccccc1)Nc1ncccn1	-3	-18	-6	1.6	-0.2	10	17	3	i	-2
CCOC(=O)CNC(=O)c1sc(NC(=O)/C=C/c2ccccc2)nc1C	1	2	3	0.7	-3.0	-8	3	4	0.4	-4
CC(C)CN(C(=O)C1CCC1)c1c(N)n(Cc2ccccc2)c(=O)[nH]c1=O	/	0	0	1.3	-0.7	-1	/	5	-1.2	-1
COC(=O)c1ccccc1NC(=O)C1CC(c2ccccc2O)=NO1 (stereo unspecified)	3	-10	4	/	-0.6	-8	26	-1	i	-9
CCOc1cc(/C=C2\C(=O)N(c3ccc(C(N)=O)cc3)N=C2C)ccc1OC(=O)c1cccs1	0	24	-3	/	-0.4	3	14	-9	-0.2	-189
C[C@]12c3[nH]c4ccccc4c3CCN1C(=O)C(CC(=O)NCCc1ccccn1)C[C@@H]2C(=O)N1CCOCC1 (stereo partly specified)	/	-5	-2	0.8	-0.9	-1	/	0	1.3	2
CC(Sc1ccccc1)C(=O)N(CCC#N)Cc1cccnc1 (stereo unspecified)	-2	-8	1	0.5	1.3	-2	-1	7	-0.3	11
COC(=O)[C@]1(Cc2ccccc2)N[C@H](CN(C)C(=O)c2ccccc2)[C@@H]2C(=O)N(Cc3ccccc3)C(=O)[C@@H]21	/	7	0	2.0	0.7	28	/	-1	-0.7	-9
COc1ccc(C2=NOC(C(=O)Nc3cccnc3)C2)cc1 (stereo unspecified)	-2	-15	-1	/	-1.6	1	28	0	i	-1
CCOC(=O)/C(=N\Nc1ccccc1Cl)N1CC(C)OC(C)C1 (stereo unspecified)	4	/	-3	0.0	0.8	14	19	5	-0.2	6
O=C(NC1CC1)C1=C[C@@H](c2ccc3c(c2)OCO3)C[C@@H](OCCCCO)O1	/	-15	0	0.9	0.2	4	22	0	i	4
CC(=O)Nc1ccc(NC(=O)C(C)OC(=O)[C@@H]2CCCN2C(=O)c2cccs2)cc1 (stereo partly specified)	/	-3	-2	0.5	2.7	2	/	8	i	-9
CCOC(=O)C1CCN(C(=O)c2ccccc2NS(=O)(=O)c2cc(C)ccc2C)CC1	-1	-14	1	/	0.9	12	12	4	i	-2
COc1ccc(N2C(=O)CC(N3CCN(C4CCc5ccccc5C4)CC3)C2=O)cc1 (stereo unspecified)	-2	-11	-12	/	0.1	6	6	8	i	4

3 entries from above, arranged by count of non-hydrogen atoms, smallest number first:
canonical_smiles	SARS 3CLpro inh	PriA SSB inh	Anthrax LF prot	TcdB GH inh	PfHsp40 rescue	Yp Topo-I inh	DUSP3 inh	MazF activator	Vc quorum ag	Rv3671c protease
O=C(CCSc1ccccc1)Nc1ncccn1	-3	-18	-6	1.6	-0.2	10	17	3	i	-2
O=C(NC1CC1)C1=C[C@@H](c2ccc3c(c2)OCO3)C[C@@H](OCCCCO)O1	/	-15	0	0.9	0.2	4	22	0	i	4
C[C@]12c3[nH]c4ccccc4c3CCN1C(=O)C(CC(=O)NCCc1ccccn1)C[C@@H]2C(=O)N1CCOCC1 (stereo partly specified)	/	-5	-2	0.8	-0.9	-1	/	0	1.3	2

The results go on:
canonical_smiles	SARS 3CLpro inh	PriA SSB inh	Anthrax LF prot	TcdB GH inh	PfHsp40 rescue	Yp Topo-I inh	DUSP3 inh	MazF activator	Vc quorum ag	Rv3671c protease
CCCCNc1c(-c2ccc(-c3ccc(C(C)=O)cc3)c(OC)c2)nc2cnccn12	/	-6	-3	/	3.9	-7	/	-34	i	7
COc1cc(NC(=O)CCc2nnc3ccc(N4CCOCC4)nn23)cc(OC)c1OC	5	6	0	0.5	0.0	-1	3	7	i	-7
CC(OC(=O)C1=NN(c2ccccc2)C(=O)CC1)C(=O)NC1CCCCC1C (stereo unspecified)	/	5	-7	-0.6	-0.8	-5	/	0	i	3
CCN(Cc1ccc(OC)c(F)c1)C(=O)C1CCCO1 (stereo unspecified)	-4	-6	-1	-1.0	0.3	2	21	11	4.5	0
COc1cccc(C(c2sc3nc(C)nn3c2O)N2CCN(c3ccccc3F)CC2)c1 (stereo unspecified)	0	-1	-6	/	-0.6	28	1	5	-0.3	3
CCc1noc(C)c1C(=O)N1CCN(S(=O)(=O)c2cc(C)ccc2C)CC1	3	-3	-1	0.3	1.9	6	14	-4	i	6
CSc1ccccc1C(=O)OCC(=O)N1CCCCCC1	/	0	-4	0.2	13	11	/	0	i	5
COC(=O)c1cccc(NC(=O)NC23CC4CC(CC(C4)C2)C3)c1	0	-10	-3	/	2.1	6	-10	-1	-7.7	-2
CC(C)c1ccc(S(=O)(=O)c2cc3cc(Br)ccc3oc2=O)cc1	4	-10	-1	/	-0.7	11	-5	8	-0.2	-17
CCCNC(=O)c1c(O)c2c([nH]c1=O)CCCC2	7	0	3	-0.9	0.9	4	-5	9	-0.2	-5
C=CCN1C(=O)CN=C1Nc1ccc(OC)cc1OC	-3	-3	2	/	-0.8	2	7	-7	-0.3	0
COc1ccc(CCN(C)CC(=O)Nc2cc(C)nc3ccccc23)cc1OC	0	-8	-1	-0.1	/	0	23	0	4.2	5
O=c1[nH]c(O)c(C=Nc2cccc(F)c2)c(=O)[nH]1	3	-7	2	0.5	1.1	6	10	-3	1.4	0
S=C(NCc1ccco1)N/N=C/c1ccccc1Cl	2	/	-2	/	11	2	-8	7	-0.2	-20
Cn1cc(/C=N/NC(=O)COc2ccccc2[N+](=O)[O-])c2ccccc21	2	/	-1	0.9	0.3	17	-4	0	-0.3	1
COc1ccc(-c2cnc3c(NC(C)=O)cc(-c4ccc(S(C)(=O)=O)cc4)cn23)cc1OC	/	/	-8	-1.3	/	2	/	/	-0.1	/
O=C(CCNS(=O)(=O)c1ccc(F)c(F)c1)NCCN1CCOCC1	/	4	-4	1.7	0.2	5	/	6	i	1
COc1ccc(COC(=O)CN2C(=O)NC3(CC(C)CC(C)(C)C3)C2=O)cc1F (stereo unspecified)	/	-3	-3	0.2	1.9	5	/	1	-3.8	0
CCOc1ccc(C(=S)NC2CCCCC2)cc1OC	2	-1	-3	2.1	1.5	9	25	-3	-1.8	-6
O=C(NN1CCOCC1)c1cc(-c2cccc(Cl)c2)nc2ccccc12	-2	-4	0	1.4	-1.4	6	16	3	i	5

Compound profiles, from the list above. Values in the order: SARS 3CLpro inh	PriA SSB inh	Anthrax LF prot	TcdB GH inh	PfHsp40 rescue	Yp Topo-I inh	DUSP3 inh	MazF activator	Vc quorum ag	Rv3671c protease
Profile of CCc1noc(C)c1C(=O)N1CCN(S(=O)(=O)c2cc(C)ccc2C)CC1 = 3	-3	-1	0.3	1.9	6	14	-4	i	6
Profile of COc1ccc(CCN(C)CC(=O)Nc2cc(C)nc3ccccc23)cc1OC = 0	-8	-1	-0.1	/	0	23	0	4.2	5

Going on with the list.
canonical_smiles	SARS 3CLpro inh	PriA SSB inh	Anthrax LF prot	TcdB GH inh	PfHsp40 rescue	Yp Topo-I inh	DUSP3 inh	MazF activator	Vc quorum ag	Rv3671c protease
COc1ccc(Br)cc1S(=O)(=O)NCCCN1CCOCC1	3	-19	-1	1.6	-0.5	-1	17	8	-0.1	2
Cc1ccc(CN=c2c([N+](=O)[O-])nn(-c3ccc4c(c3)OCCO4)n2O)cc1	-4	24	0	/	0.0	24	10	0	0.0	-3
CC1(C)CC(=O)N(CC(=O)NC2CCCC2)c2ccccc2S1(=O)=O	-4	-14	-5	0.5	-0.5	-8	21	2	-0.2	-1
C/C(=N\NC(=O)c1ccc(CSc2nncn2C)cc1)c1ccc(Cl)cc1	-4	/	1	-2.6	1.0	12	-4	-5	-0.3	4
C/C(=N/NC(=O)CN1CCN(Cc2ccccc2Cl)CC1)c1cccnc1	0	/	-5	0.4	-0.1	-4	-21	5	-0.6	-4
Cc1ccc(/C=N/c2sc3c(c2C(N)=O)CCCC3)o1	0	/	-2	0.9	-0.2	17	16	-1	-0.8	-6
COc1ccccc1NS(=O)(=O)c1cc(NC(=O)C2CCCO2)ccc1C (stereo unspecified)	/	-2	/	1.5	3.1	-9	/	2	-1.6	1
CN(C)/N=C/c1cc(Cl)cc([N+](=O)[O-])c1O	7	/	-3	-0.5	-0.8	-2	-3	3	i	3
COc1ccc(-n2c(=O)c3ccccc3n(CC(=O)NCc3ccco3)c2=O)cc1	5	-5	6	-0.8	-0.1	-5	-15	-8	0.5	7
Cc1cc2nc(CO)[nH]c2cc1C	3	-1	7	0.8	-2.9	-4	-8	0	-0.6	3

Gathered by group, those above containing a nitro group on carbon (3)
canonical_smiles	SARS 3CLpro inh	PriA SSB inh	Anthrax LF prot	TcdB GH inh	PfHsp40 rescue	Yp Topo-I inh	DUSP3 inh	MazF activator	Vc quorum ag	Rv3671c protease
Cn1cc(/C=N/NC(=O)COc2ccccc2[N+](=O)[O-])c2ccccc21	2	/	-1	0.9	0.3	17	-4	0	-0.3	1
Cc1ccc(CN=c2c([N+](=O)[O-])nn(-c3ccc4c(c3)OCCO4)n2O)cc1	-4	24	0	/	0.0	24	10	0	0.0	-3
CN(C)/N=C/c1cc(Cl)cc([N+](=O)[O-])c1O	7	/	-3	-0.5	-0.8	-2	-3	3	i	3
